# rCAG binder: binds r(CAG) RNA repeats | r(CAG) RNA repeat, TO-PRO-1 dye displacement fluorescence | 370,000 compounds, 1.3% hits | inhibition, % at 3 µM;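 active = inhibition above the plate cutoff, the mean of all test compounds on that plate plus 3 SD, cut at about 35% in these data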;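 also: 0% = DMSO alone and 100% = 100 µM mitoxantrone as full dye displacement; higher means more dye released from RNA so lower well fluorescence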
# sPLA2-III inh: Inhibits HGIII-sPLA2 liposome hydrolysis, primary screen | Q9NZ20 | QFRET BODIPY PC-A2 liposome hydrolysis, fluorescence | inhibition, % at 12.2 µM | 370,000 compounds, 0.56% hits;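 active = inhibition above mean plus 3 SD of compounds lying within the high and low control bounds, cut at about 19% in these data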;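 also: 0% = median of test compound wells and 100% = no enzyme DMSO wells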
# Target sequence (Q9NZ20 whole entry, looked up): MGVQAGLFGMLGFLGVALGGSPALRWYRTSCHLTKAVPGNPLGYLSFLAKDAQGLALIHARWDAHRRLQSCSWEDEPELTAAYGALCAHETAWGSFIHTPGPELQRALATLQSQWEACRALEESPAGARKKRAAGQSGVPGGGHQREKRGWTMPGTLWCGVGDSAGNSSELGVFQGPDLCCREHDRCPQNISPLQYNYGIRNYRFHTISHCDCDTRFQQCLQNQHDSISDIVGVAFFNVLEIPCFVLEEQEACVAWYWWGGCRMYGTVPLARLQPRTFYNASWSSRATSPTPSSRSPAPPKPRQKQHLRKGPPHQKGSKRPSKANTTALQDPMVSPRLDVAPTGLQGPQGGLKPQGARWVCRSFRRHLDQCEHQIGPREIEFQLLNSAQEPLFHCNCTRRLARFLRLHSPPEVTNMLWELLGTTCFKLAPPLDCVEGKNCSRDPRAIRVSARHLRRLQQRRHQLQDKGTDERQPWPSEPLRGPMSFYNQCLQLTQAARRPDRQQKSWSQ
# NPR2 activator: GC-B (human) receptor activation. 370,000 compounds, 0.11% hits. AID 1920062. P20594. HEK293-GC-B cells, CNP EC30, cGMP TR-FRET; 0% at EC30 CNP, 100% saturating CNP. activation, % at 10 µM;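 active = activation at 10 µM reaching about 35% in either raw or pattern-adjusted values, limit read from the data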
# Tn6 DDE FP: DD(E)-Tn6 binding inhibition, primary FP screen | 370,000 compounds, 0.21% hits | inhibition, % at 8.3 µM | P02675 | Fibrin DD(E) TRITC-Tn6 fluorescence polarization displacement;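 active = inhibition above a per-campaign cutoff: mean of compounds within control limits plus 3 SD, cut at about 15% in these data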;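 also: 0% = median of all compound wells on the plate and 100% = blocking peptide control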
# Target sequence (P02675 whole entry, looked up): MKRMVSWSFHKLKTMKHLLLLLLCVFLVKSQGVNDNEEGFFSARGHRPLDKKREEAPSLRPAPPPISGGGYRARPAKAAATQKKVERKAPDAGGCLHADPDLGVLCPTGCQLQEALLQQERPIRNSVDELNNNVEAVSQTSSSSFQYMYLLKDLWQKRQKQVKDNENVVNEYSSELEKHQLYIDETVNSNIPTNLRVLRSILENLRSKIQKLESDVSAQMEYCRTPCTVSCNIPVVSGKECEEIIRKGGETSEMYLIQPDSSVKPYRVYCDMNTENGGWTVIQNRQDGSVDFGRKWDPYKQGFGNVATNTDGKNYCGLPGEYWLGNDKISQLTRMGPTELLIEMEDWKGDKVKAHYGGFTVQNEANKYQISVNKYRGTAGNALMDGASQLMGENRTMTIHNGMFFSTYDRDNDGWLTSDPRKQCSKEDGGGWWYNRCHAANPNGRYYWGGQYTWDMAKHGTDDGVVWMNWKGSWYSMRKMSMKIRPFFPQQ
# ARFGAP1 inh: rat ARFGAP1 inhibition; Q62848; Arfgap1-stimulated ARF1 GTP hydrolysis, GDP FP detection; inhibition, % at 16.5 µM; 360,000 compounds, 0.26% hits;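 active = inhibition above a per-plate limit, mean inhibition of low control wells plus 3 SD, cut at about 25% in these data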;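 also: 0% = DMSO wells with enzyme and 100% = wells lacking Arfgap1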
#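 Material: rat Arfgap1 catalytic domain, aa 1-136; also added: human ARF1(Δ1-17)-GTP substrate; compound dosing: one concentration, 16.5 µM, DMSO 1.26%; incubation: GTP hydrolysis reaction 2 h at 25 °C; measured by: Tracer-displacement fluorescence polarization with EDTA stop, 620/688 nm; evaluation: % inhibition from polarization; repeats: one replicate per compound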
# GAA850 FXN act: increases GAA850 frataxin promoter reporter activity. HEK293 lucGAA850 FXN promoter luciferase reporter, 24 h; percent of 10 µM SAHA response. activation, % at 6 µM. 360,000 compounds, 0.56% hits. AID 540364;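 active = activation above the average of all compounds screened plus 3 SD, cutoff fixed separately per campaign, cut at about 7.5% in these data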;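 also: 0% = DMSO wells and 100% = 10 µM SAHA wells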
# ADAM10 inh: inhibits human ADAM10; recombinant ADAM10, EDANS/DABCYL FRET peptide cleavage, 3 h; inhibition, % at 7 µM; 370,000 compounds, 0.62% hits;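 active = inhibition above a per-campaign cutoff equal to the mean of compounds falling between control-based bounds plus 3 SD, cut at about 20% in these data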;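 also: 0% = DMSO wells while the 100% control is not disclosed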
# KLK7 zymogen act: activates the human kallikrein-7 zymogen. P49862. purified proKLK7, EDANS-DABCYL substrate fluorescence; 100% is mature enzyme control, 0% vehicle. activation, % at 7 µM. 370,000 compounds, 0.9% hits;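 active = activation above the mean of all tested compounds plus 3 SD, computed per campaign excluding outliers beyond control limits, cut at about 13% in these data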
# ASAP1 inh: inhibitors of human ASAP1 ArfGAP activity | ASAP1-stimulated ARF1 GTP hydrolysis, GDP FP detection | inhibition, % at 16.5 µM | 360,000 compounds, 0.19% hits | AID 624377; in the data active = inhibition above about 25%;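 also: 0% = vehicle with enzyme and substrate and 100% = no enzyme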
# NPR1 activator: GC-A (human) enzyme activation; HEK293 GC-A cells, cGMP TR-FRET, EC30 ANP; 0% at EC30 ANP, 100% saturating ANP; activation, % at 10 µM; 370,000 compounds, 0.14% hits; in the data active = activation above about 40%
# An asterisk follows results filed as active; . = no result given.
SMILES,rCAG binder,sPLA2-III inh,NPR2 activator,Tn6 DDE FP,ARFGAP1 inh,GAA850 FXN act,ADAM10 inh,KLK7 zymogen act,ASAP1 inh,NPR1 activator
O=C(C1=COCCO1)N1CCN(C(c2ccccc2)c2ccccc2)CC1,-2,-17,-4,8,2,0.7,5,0.1,2,-5
Nc1nc(COC(=O)C2CCN(C(=O)c3ccc(Cl)cc3)CC2)nc(Nc2ccccc2)n1,2,-12,0,4,1,0.2,4,0.1,7,-3
CC(=O)C1=C(O)C(=O)N(C2CCCCC2)C1c1ccccc1 (stereo not drawn),1,-8,3,-3,7,3.1,-1,0.3,9,-1
O=S(=O)(c1ccccc1Br)N1CCN(c2ncccn2)CC1,-5,-5,-1,0,2,0.7,-6,-0.6,7,3
Cc1ccc(N2C(=O)C3C4C=CC(CNC(=S)N5CCN(c6ccccn6)CC5)(O4)C3C2=O)cc1 (stereo not drawn),11,-3,-5,-3,-2,0.8,1,0.5,-8,15
CCc1ccccc1NC(=O)NCc1ccccn1,0,1,1,-1,7,-0.4,2,-0.1,3,3
CCc1ccc(Oc2cc(C)nc(N)n2)cc1,-1,-2,5,2,2,6.1,1,0.1,-1,2
COc1ccc(C(=O)NC2CCCc3c2cnn3-c2ccccc2F)o1 (stereo not drawn),1,-11,-3,-7,12,-3.3,-11,-0.2,13,-1
O=C1/C(=C/c2ccc(O)c(O)c2)Oc2cc(O)ccc21,-3,-16,-14,-11,2,3.8,-18,45*,0,1
Cc1ccccc1NC(=O)CN1C(=O)COc2ccc(S(=O)(=O)N3CCCC3)cc21,1,0,3,3,1,-1.8,3,-0.2,-2,1
CS(=O)(=O)Nc1cccc(C(=O)CC2(O)C(=O)Nc3ccccc32)c1 (stereo not drawn),-4,5,5,5,-16,1.1,-2,-0.1,0,1
O=C(NCc1cccs1)c1ccc(CS(=O)Cc2cccc(Cl)c2)o1 (stereo not drawn),0,-1,5,-6,6,0.3,-4,0.5,0,2
CCCc1nc(NCc2ccc3c(c2)OCO3)c2nnn(Cc3ccccc3Cl)c2n1,3,-6,2,3,2,2.3,13,0.2,-2,-2
O=C(N/N=C/c1cccnc1)c1cccc(NC(=O)c2cccc(Br)c2)c1,2,0,2,-12,6,-2.0,-5,-0.2,0,6
CC(N=C(NS(=O)(=O)c1ccc(Cl)cc1)c1ccccc1)C(=O)O (stereo not drawn),2,-1,4,4,3,-0.2,3,0.0,-2,6

# Some of the entries so far, with tabs.
SMILES	rCAG binder	sPLA2-III inh	NPR2 activator	Tn6 DDE FP	ARFGAP1 inh	GAA850 FXN act	ADAM10 inh	KLK7 zymogen act	ASAP1 inh	NPR1 activator
CCc1ccccc1NC(=O)NCc1ccccn1	0	1	1	-1	7	-0.4	2	-0.1	3	3
CCc1ccc(Oc2cc(C)nc(N)n2)cc1	-1	-2	5	2	2	6.1	1	0.1	-1	2

# Sorted by value in ARFGAP1 inh (largest number first): some entries from above.
Molecule	ARFGAP1 inh
O=C(N/N=C/c1cccnc1)c1cccc(NC(=O)c2cccc(Br)c2)c1	6
CCCc1nc(NCc2ccc3c(c2)OCO3)c2nnn(Cc3ccccc3Cl)c2n1	2
Cc1ccccc1NC(=O)CN1C(=O)COc2ccc(S(=O)(=O)N3CCCC3)cc21	1

# Six structures already listed, sorted by heavy-atom count, descending.
SMILES,rCAG binder,sPLA2-III inh,NPR2 activator,Tn6 DDE FP,ARFGAP1 inh,GAA850 FXN act,ADAM10 inh,KLK7 zymogen act,ASAP1 inh,NPR1 activator
Cc1ccc(N2C(=O)C3C4C=CC(CNC(=S)N5CCN(c6ccccn6)CC5)(O4)C3C2=O)cc1 (stereo not drawn),11,-3,-5,-3,-2,0.8,1,0.5,-8,15
CCCc1nc(NCc2ccc3c(c2)OCO3)c2nnn(Cc3ccccc3Cl)c2n1,3,-6,2,3,2,2.3,13,0.2,-2,-2
O=C(N/N=C/c1cccnc1)c1cccc(NC(=O)c2cccc(Br)c2)c1,2,0,2,-12,6,-2.0,-5,-0.2,0,6
O=S(=O)(c1ccccc1Br)N1CCN(c2ncccn2)CC1,-5,-5,-1,0,2,0.7,-6,-0.6,7,3
O=C1/C(=C/c2ccc(O)c(O)c2)Oc2cc(O)ccc21,-3,-16,-14,-11,2,3.8,-18,45*,0,1
CCc1ccccc1NC(=O)NCc1ccccn1,0,1,1,-1,7,-0.4,2,-0.1,3,3

# Later entries:
SMILES,rCAG binder,sPLA2-III inh,NPR2 activator,Tn6 DDE FP,ARFGAP1 inh,GAA850 FXN act,ADAM10 inh,KLK7 zymogen act,ASAP1 inh,NPR1 activator
Cc1nc(C)c(CC(=O)N/N=C/c2ccc(O)cc2)c(=O)[nH]1,-3,4,2,15,-6,1.4,-13,-1.3,12,1
Cc1cc(Cl)ccc1OCC(=O)N/N=C1\CCCc2ccccc21,0,3,-1,1,10,1.3,8,1.0,-10,0
O=C1c2cccc3cccc(c23)C(=O)N1CCCc1n[nH]c(=S)n1-c1ccccc1,1,4,-3,-2,-1,1.0,-7,0.8,1,-3
CC(=O)Nc1cc(NC(C)=O)cc(C(=O)OCC(=O)c2ccc3c(c2)NC(=O)CO3)c1,9,3,1,-6,-9,0.4,-6,0.1,10,-1
Cc1noc(C)c1CSCC(=O)N(CC(C)C)c1c(N)n(Cc2ccccc2)c(=O)[nH]c1=O,2,1,6,6,1,1.2,-10,-1.5,16,0
O=C(/C=C/c1ccc(Cl)c([N+](=O)[O-])c1)Nc1cccnc1,4,2,2,1,0,0.5,6,-0.4,-1,-4
O=C(c1cc2cc(Cl)ccc2[nH]1)N1CCN(c2ccccn2)CC1,-1,-5,-2,-4,-8,0.8,2,-0.5,1,-3
Oc1c(Cl)cc(Cl)cc1C=Nc1cc(C(F)(F)F)ccc1N1CCc2ccccc2C1,12,-7,4,5,6,2.4,-24,-0.9,-4,1
O=S(=O)(Nc1ncccn1)c1ccc(NC(=S)NCc2ccco2)cc1,5,8,3,-5,10,1.0,2,0.7,-1,0
CN(C)CC(O)COc1cc2ccccc2cc1C(=O)N1CCCCC1 (stereo not drawn),-4,0,-5,3,14,-2.3,-8,-0.6,4,-3
COc1cccc(Cn2c(-c3cccs3)noc2=O)c1,0,-3,1,2,15,6.1,4,0.4,13,-4
CCN1C(=O)C(C)S/C1=N\S(=O)(=O)c1ccc(Cl)s1 (stereo not drawn),2,-30,5,-4,1,1.2,-6,-1.2,2,-1
C=CCn1c(SCC(=O)Nc2nnc(CC)s2)nnc1-c1ccncc1,0,-1,-1,0,-5,-0.8,7,-0.1,-6,5
Nc1c(C(=O)c2ccc(Br)s2)oc2ccccc12,10,2,-4,7,5,3.0,-1,0.2,12,4
CCOc1ccc(N(CC(=O)Nc2c(C)n(C)n(-c3ccccc3)c2=O)S(=O)(=O)c2cccs2)cc1,0,-4,-2,1,.,.,3,-0.1,.,5
Cc1ccc(NS(=O)(=O)c2ccc3c(c2)NC(=O)CCS3)cc1C,2,-26,-2,7,-20,-6.5,2,0.1,0,4
Cc1nnsc1C(=O)N1CCCC(Nc2ccc(F)c(F)c2)C1 (stereo not drawn),-1,-1,5,2,-1,1.6,-6,0.2,-10,-2
CC(C)(C)OC(=O)C[C@@H]1C/C=C\C[C@@H](CC(=O)N[C@H](CO)Cc2ccccc2)C(=O)NCCOC1=O,-1,11,-2,4,1,-1.1,-6,-0.1,-3,-4
C=CSc1sc(Cl)c(N2CCOCC2)c1[N+](=O)[O-],-2,10,-4,-1,-5,1.2,-1,-0.2,-5,0
c1ccc(CSc2ncnc3ccccc23)cc1,0,-4,-4,2,-3,4.6,6,-0.1,-11,0
CC(=O)c1cccc(S(=O)(=O)N2CCCC(c3nc4c(nnn4Cc4cccc(Cl)c4)c(=O)[nH]3)C2)c1 (stereo not drawn),16,-36,2,2,8,2.5,4,0.0,1,1
COc1ccc(-c2cn(Cc3ccc(C(N)=O)cc3)c(CCN)n2)cc1,10,15,-5,10,5,3.2,-22,-0.5,9,-3
O=c1cc(O)c(-c2ccccc2)c(Cl)[nH]1,5,-2,3,-6,7,1.2,4,0.4,-1,2
Cc1ccnc2nc(C(=O)OCC(=O)N(CC(C)C)C3CCS(=O)(=O)C3)nn12 (stereo not drawn),1,-1,-3,3,8,-0.9,2,0.3,-5,-2
Cc1ccccc1CSc1nc2n(n1)C(c1cccs1)C1=C(CCCC1=O)N2 (stereo not drawn),2,-22,1,-3,6,-1.3,-61,-13,-6,-1
COCCC(=O)N1CCC(Oc2ccc(C(=O)N(C)Cc3cc(C)no3)cc2)CC1,-7,-1,1,8,-3,-0.1,-5,-0.6,7,2
COc1ccc(Br)cc1S(=O)(=O)N1CCN=C1C,2,-7,3,3,4,2.9,7,0.8,3,0
COc1cc(/C=C2\C(=O)ON=C2c2ccccc2)cc(Cl)c1O,7,0,-3,9,-3,1.4,-6,-0.2,-7,15
CC(C#N)Sc1nnc(-c2ccccc2F)n1C1CC1 (stereo not drawn),3,0,6,-5,0,1.1,4,-0.5,4,7
O=C(CCl)NC(Cc1c[nH]c2ccc(OCc3ccccc3)cc12)C(=O)O (stereo not drawn),5,-16,4,-4,-3,-0.8,0,-0.6,-6,0
CC(=O)Oc1ccc2c(c1)OC(c1ccccc1)CC21CC(C)(C)NC(=S)N1 (stereo not drawn),-3,12,3,-6,-5,-8.5,0,-0.1,-4,8
CC1CCCN(S(=O)(=O)CCNC(=O)c2ccc3c(c2)OCO3)C1 (stereo not drawn),-4,14,8,-3,-7,1.1,-18,-0.3,-4,-2
CCCC(c1nnnn1Cc1ccco1)N1CCC(C(N)=O)CC1 (stereo not drawn),3,8,4,2,0,3.0,13,-0.3,1,5

# Compound activity: PubChem, several laboratories

# Rows are unselected, and some 4.5% of all compounds hit somewhere here.
